Screening results from PubChem.
uPA generation: qHTS for Inhibitors of Cell Surface uPA Generation. cell surface uPA generation assay, qHTS. Potency, µM (doses to about 38.3 µM), without a hit: top-dose activity change, negative = inhibition, hits mostly inhibitors. hit rate 0.31% among 330,000; active = well fitted inhibition curve with a large enough effect; inconclusive = small, poorly fitted or top-dose-only effect; inactive = no such curve, though single readings can be large or run the other way; tested in mouse RAW 264.7 cells; also: % is scaled to controls: 0 for no effect and ±100 for the full control effect; nearly all actives have a fitted effect of over 55% in size
RORgamma inh: qHTS for inhibitors of ROR gamma transcriptional activity; Nuclear receptor ROR-gamma (Mus musculus), P51450; Drosophila S2 Gal4-RORgamma UAS-luciferase reporter, 20 h; Potency, µM (highest dose often 53.6 µM), for the others: at the highest dose activity change, negative = inhibition, usual class: inhibitors; hit rate 5.4% among 310,000; AID 2551, 2010; also: % is scaled to controls: 0 for no effect and ±100 for the full control effect; nearly all actives have a fitted effect of over 60% in size
Target sequence (P51450 whole entry, looked up, the tested form may be a part): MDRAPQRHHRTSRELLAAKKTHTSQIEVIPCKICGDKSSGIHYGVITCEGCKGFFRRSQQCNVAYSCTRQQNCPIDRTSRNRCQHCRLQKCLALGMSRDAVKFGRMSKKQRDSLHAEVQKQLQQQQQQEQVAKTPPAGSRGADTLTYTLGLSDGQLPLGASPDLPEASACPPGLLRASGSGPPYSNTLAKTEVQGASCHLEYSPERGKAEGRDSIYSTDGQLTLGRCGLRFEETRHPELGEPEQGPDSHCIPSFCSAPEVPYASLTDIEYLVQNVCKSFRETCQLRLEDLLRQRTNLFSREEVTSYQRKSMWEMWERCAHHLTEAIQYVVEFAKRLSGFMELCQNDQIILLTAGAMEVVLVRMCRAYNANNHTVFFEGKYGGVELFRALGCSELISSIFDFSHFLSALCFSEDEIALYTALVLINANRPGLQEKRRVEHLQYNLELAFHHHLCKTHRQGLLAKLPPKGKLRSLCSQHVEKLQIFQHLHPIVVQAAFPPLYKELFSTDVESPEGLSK
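In this cell-based reporter format, copper sulfate (700 uM final) drives Gal4–ROR gamma fusion expression from a metallothionein promoter in Drosophila Schneider cells; compounds preincubated 1 hr, reporter read after 20 hr at ambient temperature.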
NPC1 prom act: qHTS Assay for NPC1 Promoter Activators. hit rate 2.4% among 320,000. Huh7 NPC1 promoter luciferase reporter, 24 h. Potency, µM (doses to about 9.22 µM), for the others: top-dose activation, hits mostly activators;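 also: % of control where 0% means no effect; nearly all actives have a fitted effect of over 60% in size; reporter is driven by a mutant NPC1 promoter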
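Quantitative HTS used a cell-based reporter: Huh7 cells stably bearing the NPC1 promoter upstream of luciferase were treated with compounds for 24 h, and promoter activation was read as luminescence.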
ELG1 genotox: qHTS screen for small molecules that induce genotoxicity in human embryonic kidney (HEK293T) cells expressing luciferase-tagged ELG1; HEK293T ELG1-luciferase reporter, luminescence, 16 h; Potency, µM (top dose mostly 46 µM), without a hit: at the highest dose activity change, positive = activation, usual class: activators; hit rate 1.3% among 330,000; AID 504466, 2011; also: % of control where 0% means no effect; nearly all actives have a fitted effect of over 60% in size
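HEK293T cells expressing luciferase-tagged ELG1 were exposed to compound or DMSO vehicle for 16 hr at 37 °C and 5% CO2. Luciferase activity was then measured with ONE-Glo after 30 min at room temperature.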
Gal4-VP16 FLuc: VP16 counterscreen qHTS for inhibitors of ROR gamma transcriptional activity; Potency, µM (doses to about 53.6 µM), for inactives: at the highest dose activity, negative = inhibition, actives largely listed as inhibitors; Drosophila S2 Gal4-VP16 UAS-luciferase, luminescence, 20 h; AID 2546, 2010; hit rate 3.5% among 310,000;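 also: Gal4-VP16 expression switched on by copper sulfate through the metallothionein promoter; % is scaled to controls: 0 for no effect and ±100 for the full control effect; nearly all actives have a fitted effect of over 50% in size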
MBNL1-CUG inh: qHTS Assay for Inhibitors of MBNL1-poly(CUG) RNA binding; TR-FRET MBNL1-His/biotin-(CUG)12 binding, 665/545 ratio; Potency, µM (series often up to 57.5 µM), for inactives: at the top dose activity change, negative = inhibition, hits mostly inhibitors; hit rate 0.036% among 280,000; AID 2675, 2010; active = well fitted inhibition curve with a large enough effect in the signal ratio, with a control signal flat, not every such curve was filed as active; inconclusive = small, poorly fitted or top-dose-only effect, or effect the other way, or a change in a side signal; inactive = no such curve, though single readings can be large or run the other way; the % refers to the signal ratio; also: % is scaled to controls: 0 for no effect and ±100 for the full control effect
Target sequence (Q9NR56 whole entry, looked up): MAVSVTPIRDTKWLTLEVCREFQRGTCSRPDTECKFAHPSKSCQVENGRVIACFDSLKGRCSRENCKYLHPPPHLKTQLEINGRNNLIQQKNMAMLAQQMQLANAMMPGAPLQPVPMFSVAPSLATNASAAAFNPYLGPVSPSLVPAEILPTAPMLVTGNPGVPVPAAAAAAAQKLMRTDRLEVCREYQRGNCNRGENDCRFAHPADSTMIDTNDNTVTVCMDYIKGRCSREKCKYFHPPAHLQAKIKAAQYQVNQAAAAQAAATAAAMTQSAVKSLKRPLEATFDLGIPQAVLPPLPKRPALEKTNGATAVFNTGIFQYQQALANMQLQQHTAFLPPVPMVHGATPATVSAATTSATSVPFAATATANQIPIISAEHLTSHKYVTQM
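Compounds (final 92 nM to 58 uM) are added to His-tagged MBNL1 and biotin-(CUG)12, then terbium anti-His antibody and streptavidin-XL665 (5 nM final). After 60 min at room temperature, the 665/545 nm ratio is read.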
Rab9 prom act: qHTS Assay for Rab9 Promoter Activators; Huh7 Rab9 promoter-luciferase reporter, luminescence, 24 h; Potency, µM (highest dose often 9.22 µM), for the others: at the highest dose activation, negative = inhibition, actives largely listed as activators; hit rate 2.8% among 320,000; AID 485297, 2010; also: % of control where 0% means no effect; nearly all actives have a fitted effect of over 60% in size
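Steps: seed 1500 Huh7 Rab9-luc cells per well, rest 2 h at 37 °C; add compound in DMSO; incubate 24 h; add luciferase reagent, 10 min ambient; read luminescence.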
p53 reactivation: qHTS assay for re-activators of p53 using a Luc reporter; hit rate 0.063% among 320,000; AID 504706, 2011; Potency, µM (titrated, usually from 92.2 µM), inactives show at the top dose activity change, positive = activation, actives largely listed as activators; H1299 p53-A138V BP100-luciferase reporter, luminescence, 24 h; also: % of control where 0% means no effect; nearly all actives have a fitted effect of over 45% in size
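p53-null H1299 cells stably carrying temperature-sensitive p53-A138V and a BP100-luciferase reporter were pinned with compounds (4-point, 1:5 series) and held 24 hrs at 37 deg C. Luminescence was read 10 min after detection reagent.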
BRCA1 expr act: qHTS Assay to Identify Small Molecule Activators of BRCA1 Expression | hit rate 1.1% among 380,000 | MCF7-BRCA1-FFLuc reporter, luminescence, 48 h; response scale: scaled: vehicle 0%, 10 µM genistein 100% | Potency, µM (doses to about 46.1 µM), inactives show top-dose activation, actives largely listed as activators | AID 624202, 2012; also: nearly all actives have a fitted effect of over 80% in size; some results filed as inactive show a strong effect at the top dose
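Using MCF7 cells harboring a BRCA1 firefly luciferase reporter, plated 2 h before compound pinning, the screen measured luminescence after 48 h incubation. Responses were normalized to DMSO and 10 microM genistein, then fitted for concentration-effect.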
FLuc modulator: qHTS profiling assay for firefly luciferase inhibitor/activator using purifed enzyme and Km concentrations of substrates (counterscreen for miR-21 project) | Luciferin 4-monooxygenase (Photinus pyralis), P08659 | purified FLuc, Km substrates, luminescence inhibition | Potency, µM (titrated, usually from 57.5 µM), inactives show at the top dose activity change, negative = inhibition, hits mostly inhibitors | hit rate 6.9% among 360,000;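 also: plate controls were vehicle for no effect and reference inhibitor for full effect; nearly all actives have a fitted effect of over 55% in size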
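Purified P. pyralis luciferase, 10 nM final, with Km-level 10 uM D-luciferin and 10 uM ATP in 50 mM Tris acetate pH 7.5, 10 mM Mg acetate, 0.01% Tween-20, 0.05% BSA; 6-point qHTS titration about 60 µM downward; luminescence read.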
* hit, by the source's call; ? = inconclusive; . = no result given; & = joins results of further samples; [ ] = dose if it differs, or a comment. Unless noted, calls follow the shape of the dose curve; as a rule, active = well fitted curve in the direction sought with a large enough effect; inconclusive = small, poorly fitted or top-dose-only effect, or another doubt; inactive = no such curve, though single readings can be large; an effect the other way counts as inactive or inconclusive. Potency is read from the fitted curve at half-maximal effect.

mol	uPA generation	RORgamma inh	NPC1 prom act	ELG1 genotox	Gal4-VP16 FLuc	MBNL1-CUG inh	Rab9 prom act	p53 reactivation	BRCA1 expr act	FLuc modulator
CCCc1nc(-c2ccccc2)c(-c2ccc(OC)c(OC)c2)c(=O)[nH]1	-0.9%	7.0%	-0.6%	0.0%	2.3%	-1.1%	-5.3%	-0.6%	-12.5%	1.3%
CCn1c(SC(C)C(=O)Nc2nnc(C)s2)nnc1-c1ccco1 (stereo not given)	-1.0%	-2.8%	0.4%	1.0%	0.5%	2.3%	0.5%	8.5%	-9.1%	0.2%
O=C(NCCCN=C1NS(=O)(=O)c2ccccc21)c1ccccc1Cl	2.6%	26.7%	-0.5%	-4.3%	-3.4%	-2.2%	10.6%	-1.3%	8.4%	-3.0%
COc1ccc(N2CCN(CC(O)COc3ccc(F)cc3)CC2)cc1 (stereo not given)	-5.2%	-0.4%	-0.1%	-0.1%	2.3%	-3.9%	0.9%	-0.1%	1.7%	-1.0%
CCCCn1c(N)c(N(C)C(=O)C2CCCC2)c(=O)[nH]c1=O	-10.4%	.	-0.8%	1.7%	.	.	-1.0%	-1.9%	29.2%	0.1%
O=C(CNc1n[nH]c(=O)[nH]c1=O)N/N=C/c1ccccc1	5.8%	-19.0%	-4.8%	-0.3%	-12.9%	10.8%	-3.8%	0.9%	-8.8%	-2.1%
Cc1cccc(C)c1-n1c(C)cc(/C=N/NC(=O)c2ccncc2)c1C	.	1.26µM*	0.0%	2.8%	2.24µM*	8.3%	-0.3%	0.1%	4.9%	-22.7%
CCn1c(SCC(=O)Nc2nccs2)nnc1-c1ccccc1	12.9%	2.4%	0.5%	-0.2%	18.8%	-8.0%	-4.0%	6.1%	-2.1%	2.0%
COc1ccc(-c2c(C)n([O-])c3c([n+]2=O)CCCCC3)cc1	0.7%	-6.4%	-3.4%	-0.1%	-1.4%	15.7%	0.4%	0.8%	-0.5%	-3.2%
CCc1ccc(C(C(=O)NCc2ccccc2)N(C(=O)c2csnn2)C2CC2)cc1 (stereo not given)	1.7%	5.4%	24.5%	-6.0%	25.1%	-3.4%	2.3%	0.8%	-20.6%	-1.2%
Oc1c(C(c2ccco2)N2CCN(C(c3ccccc3)c3ccccc3)CC2)sc2ncnn12 (stereo not given)	1.7%	?	-4.6%	-13.9%	8.8%	17.4%	1.1%	4.3%	-17.5%	0.9%
CCCN(CCC)S(=O)(=O)c1cc(Br)cc2c1N(C(=O)CC)CC2	-0.5%	?	-1.6%	-29.2%	?	-1.5%	-9.2%	-1.0%	-41.8%	0.5%
CCn1c(SCC(=O)NC2CC2)nnc1-c1ccccc1OC	6.9%	0.1%	0.4%	4.8%	-8.9%	-0.5%	-0.1%	7.7%	-16.3%	-0.9%
CCOC(=O)c1ccc(NC(=O)CSc2nnc(COc3ccccc3OC)n2C)cc1	.	18.6%	-3.8%	3.4%	-2.8%	-1.3%	-2.9%	?	3.1%	-1.1%
CCN(CC)CCN1C(=O)C(O)=C(C(C)=O)C1c1ccccc1[N+](=O)[O-] (stereo not given)	5.0%	5.8%	13.2%	-0.3%	-6.6%	?	15.2%	14.4%	-12.1%	?
O=C(Nc1ccc(-c2nc3cccnc3s2)cc1)C1CCCO1 (stereo not given)	2.51µM*	17.8µM*	0.126µM*	?	11.2µM*	?	0.1µM*	.	-13.5%	0.601µM*
CC1=C(C(=O)Nc2ccccc2C(=O)NCCCOC(C)C)SCCO1	14.3%	-3.8%	1.7%	-3.7%	0.5%	-3.8%	2.1%	3.0%	-3.1%	3.3%
C[C@@H](NC(=O)c1cc2c([nH]c3ccccc32)c(-c2ccccc2)n1)C(=O)O	-3.0%	6.3%	-3.3%	-0.2%	3.4%	-4.3%	-6.4%	2.3%	-2.6%	?
c1ccc(-c2noc(C3CCCCC3)n2)nc1	-5.0%	3.55µM*	?	6.51µM*	-26.8%	3.9%	2.82µM*	?	?	10.7µM*
Cc1ccc(C(=O)Nc2cc([N+](=O)[O-])ccc2C)cc1	2.8%	-0.8%	0.9%	14.5%	-9.3%	16.1%	7.1%	11.1%	-41.4%	-15.7%
Cc1cc(C)c(C#N)c(SCc2c(F)cccc2[N+](=O)[O-])n1	-6.8%	41.3%	0.3%	0.2%	?	2.6%	-1.8%	-28.4%	-23.0%	1.5%
C=CCN1C(=O)/C(=C/C(=O)OC)S/C1=N\NC(=O)c1ccccc1	-16.2%	7.94µM*	-5.2%	11.6%	17.8µM*	-4.3%	12.3%	-9.4%	-41.3%	-3.1%
COc1cc(NC(=O)C2CCC(=O)N2S(=O)(=O)c2ccc(C)cc2)cc(OC)c1 (stereo not given)	5.8%	19.9%	-0.9%	6.3%	0.1%	-2.1%	-0.2%	-4.4%	-15.4%	-0.3%
C/C(=N\NC(=O)c1ccn(C)n1)c1ccc(NC(=O)c2cccc(F)c2)cc1	0.4%	1.6%	?	2.4%	23.2%	5.7%	?	29.1%	?	-1.7%
COc1cc(/C=C/C(=O)O)cc(S(=O)(=O)Nc2ccccc2Cl)c1OC	-4.1%	1.4%	-2.0%	1.8%	-0.8%	7.1%	1.0%	-8.3%	-31.9%	-0.6%

Records listed so far shown as hits in uPA generation:
| Structure | uPA generation | RORgamma inh | NPC1 prom act | MBNL1-CUG inh | p53 reactivation |
| --- | --- | --- | --- | --- | --- |
| O=C(Nc1ccc(-c2nc3cccnc3s2)cc1)C1CCCO1 (stereo not given) | 2.51µM* | 17.8µM* | 0.126µM* | ? | . |

Further entries follow.
mol	uPA generation	RORgamma inh	NPC1 prom act	ELG1 genotox	Gal4-VP16 FLuc	MBNL1-CUG inh	Rab9 prom act	p53 reactivation	BRCA1 expr act	FLuc modulator
CCOC(=O)C(NC(C)=O)C(OC(C)=O)c1cccc(N(CCO)CCO)c1 (stereo not given)	5.8%	-6.9%	-4.5%	1.2%	-1.7%	-3.8%	-1.8%	-2.1%	-0.4%	0.4%
O=C(COC(=O)C12CC3CC(CC(C3)C1)C2)NCc1ccco1	4.3%	-2.8%	-3.9%	0.0%	-1.4%	-2.7%	1.2%[1.84 µM]	9.9%	-4.4%&7.4%	-13.1%
Cc1cc(C)n2nc(C(=O)N/N=C/C=C/c3ccccc3)nc2n1	13.1%	1.7%	-2.2%	0.8%	3.9%	?	-1.1%	1.2%	3.0%	-13.4%
COCCn1c(-c2ccccc2)nc2oc3ccccc3c(=O)c2c1=O	3.1%	?	-3.7%	-0.9%	-11.5%	-0.6%	4.2%	16.9%	-1.2%	3.3%
CCCn1nnnc1SCC(=O)NCc1ccc(OC)cc1	7.7%	-44.1%	-2.4%	0.1%	5.2%	-5.0%	-2.0%	1.2%	12.1%	0.2%
CC1(C)CC2CC(C)(CN2C(=O)c2ccccc2)C1 (stereo not given)	0.9%	-1.0%	-0.1%	-1.8%	3.7%	-0.3%	-11.5%	-1.1%	4.3%	-0.5%
CCOC(=O)C(=O)Nc1ccc(S(=O)(=O)N2CCOCC2)cc1OC	7.9%	20.4%	-0.6%	-0.8%	-3.7%	10.5%	-0.5%	0.5%	6.4%	1.8%
Cc1ccccc1C(=O)N(CC(=O)Nc1sc(C)c(C)c1C(N)=O)C1CCCC1	10.9%	29.2%	10.5%	-23.8%	13.2%	-1.0%	-1.4%	-5.7%	-12.6%	3.4%
O=C(CCCCCNC(=O)N1CCn2c1nc1ccccc12)NCc1ccccc1Cl	-16.1%	33.0%	-7.3%	-3.4%	-12.0%	-0.4%	0.2%	-24.9%	8.6%	15.1µM*
COc1ccccc1N1C(=S)N=C(Nc2c(C)cccc2C)C12CCCC2	7.9%	7.94µM*	-2.9%	-5.5%	?	.	0.1%	3.1%	-1.7%	-2.3%
CCOC(=O)C1CCN(CCC(=O)Nc2cc(C)ccc2C)CC1	-0.6%	-9.9%	1.5%	0.2%	-18.0%	2.1%	-0.7%	.	13.6%	0.4%
COCCCN(C(=S)Nc1c(C)cc(C)cc1C)C(C)c1ccccn1 (stereo not given)	4.9%	14.1µM*	-4.8%	-2.3%	?	-2.2%	-0.7%	-2.9%	-2.3%	-1.2%
O=C1CCC/C=C\C[C@@H](CC(=O)N(CCO)Cc2ccccc2)C(=O)NCCO1	16.2%	.	.	3.5%	.	.	.	7.4%	12.7%	.
CCN(CC(=O)Nc1c(F)cccc1F)C(=O)CCC(=O)c1ccc(C)cc1	3.6%	.	0.3%	14.6%	.	.	-3.9%	1.3%	25.4%	-19.7%
